Source: PubChem (National Center for Advancing Translational Sciences (NCATS))
Giardia kill: Small Molecules that selectively kill Giardia lamblia: qHTS. Giardia lamblia trophozoite viability. activity change, % at 7.66 µM, hits read low. 0.15% of 340,000 active. AID 540267, 2011; in the data active means activity change below about -80%; inconclusive means between about -30% and that limit;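 further: parasites exposed to compound for two days anaerobically before the ATP read; on the % scale 0 is the no-effect control and ±100 the full control effect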
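Media and compound were dispensed first, then trophozoites at 100 cells/well; plates sat 48 hrs at 37 deg C without oxygen before ATP luminescence reagent was added and read after 15-30 min at room temperature.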
GALK inhibitor: qHTS Assay for Inhibitors of Human Galactokinase (GALK); P51570; Purified GALK, Kinase-Glo residual ATP luminescence; Potency, µM (series often up to 57.5 µM), for the others: at the top dose activity change, negative = inhibition, most hits filed as inhibitors; 0.007% of 270,000 active; further: potency means the concentration at half of the fitted maximal effect; on the % scale 0 is the no-effect control and ±100 the full control effect
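ATP-depletion format; final 35 uM ATP, 100 uM D-galactose, 5 nM enzyme; pH 8.0 HEPES/Mg2+ buffer; 60 min RT; luminescence read 10 min after detection reagent.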
FBPA coupling cs: qHTS Assay for Inhibitors of Fructose-1,6-bisphosphate Aldolase from Giardia Lamblia: Coupling assay counterscreen; coupling enzyme system counterscreen, AmpLite Red fluorescence; activity change, negative = inhibition, % at 58.2 µM, hits read low; 0.67% of 290,000 active; AID 2472, 2010; in the data active means activity change below about -30%; further: on the % scale 0 is the no-effect control and ±100 the full control effect
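Activity here indicates interference with the coupling reaction, not aldolase inhibition. Compounds at 57.5 uM final met coupling enzymes for 10 min at RT; substrate and AmpLite Red detection followed, with a 525/598 nm fluorescence read after 20 min.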
A-T KAP1 phos: qHTS Assay for Identifying a Potential Treatment of Ataxia-Telangiectasia; 0.19% of 320,000 active; […] A-T fibroblasts, KAP-1 phosphorylation AlphaLISA; neocarzinostatin DNA damage 30 min before lysis; Potency, µM (doses to about 57.5 µM), for the others: at the top dose activation, usual class: activators; AID 485349, 2010; further: potency means the concentration at half of the fitted maximal effect; % of control where 0% means no effect; nearly all actives have a fitted effect of over 45% in size
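ATM-like activity read as KAP-1 phosphorylation via AlphaLISA donor/acceptor antibody pairs after lysis and 6 hr at 25C. Cells were ATM-null patient fibroblasts ([…], hTERT), dosed 60 min, then exposed to the DSB inducer NCS for 30 min.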
Tb PFK inh: qHTS Assay to Find Inhibitors of T. brucei phosphofructokinase. 0.17% of 330,000 active. Potency, µM (highest dose often 57.5 µM), without a hit: at the highest dose activity, negative = inhibition, usual class: inhibitors. T. brucei PFK, ADP-Glo luminescence;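 further: potency means the concentration at half of the fitted maximal effect; 0% = uninhibited 1x PFK enzyme wells and -100% = no-enzyme wells; nearly all actives have a fitted effect of over 60% in size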
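PFK 1.25 nM, F6P 0.5 mM, ATP 0.1 mM, 0.1 M TEA pH 8.0, 5 mM MgCl2, 0.01% Tween20, 0.1% BSA; 45 min RT. ADP-Glo readout. qHTS titration up to 57 uM; curves fitted, compounds curve-classed.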
BCR signal inh: qHTS Assay to Find Inhibitors of Chronic Active B-Cell Receptor Signaling | ABC-DLBCL IkBa-CBG/CBR reporter, luminescence ratio, 4 h | Potency, µM (series often up to 46.1 µM), inactives show top-dose ratio change, negative = lower green/red ratio, most hits filed as inhibitors | 0.05% of 340,000 active; active means well fitted inhibition curve with a large enough effect in the signal ratio, with a control signal flat, not every such curve was filed as active; inconclusive means small, poorly fitted or top-dose-only effect, or effect the other way, or a change in a side signal; the % refers to the signal ratio;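 further: potency means the concentration at half of the fitted maximal effect; plate controls were basal doxycycline-induced cells for no effect and cells given 10 µM MG132 for full effect; MG132 reads +100%, hits lower the ratio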
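Cell line TMD8 (human ABC DLBCL), stably expressing tet-inducible CBG68-IkBa fusion and CBR; IMDM/0.5% FBS; cpd up to 46 uM; dox induction, 4 h, 37C/5% CO2; dual luminescence; green/red ratio; MG132 control.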
TCR activator: Activators of T cell receptors: qHTS campaign. primary human leukocytes, anti-CD3, IL-2 HTRF, 48 h. Potency, µM (top dose mostly 9.22 µM), for inactives: at the top dose activation of IL-2 secretion, hits mostly activators. 330,000 tested, under 10 active. AID 504894, 2011; further: % of control where 0% means no effect
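1) Mix primary human leukocytes, a-CD3 beads and compound. 2) Incubate 48 hr. 3) Add HTRF IL-2 reagents (a-IL-2-K, a-IL-2-d2).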
hERG WT inh: qHTS for Inhibitors of KCHN2 3.1: Wildtype qHTS. activity change, % at 1.84 µM. 0.37% of 340,000 active. U2OS, BacMam KCNH2, thallium flux FluxOr; hits give low values. Voltage-gated inwardly rectifying potassium channel KCNH2 (Homo sapiens), Q12809;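 active means maximum activity change below -70%; inconclusive means maximum activity change between -70% and -50%; inactive means maximum activity change above -50%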; further: on the % scale 0 is the no-effect control and ±100 the full control effect
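U2OS cells were transduced with wild-type KCNH2 virus (2.03 x 10^8 / mL) for 4 h at room temperature, then cultured overnight at 37 C. Thallium flux was read with FluxOr dye. Rate constants were normalized to DMSO controls.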
TSHR antagonist: Antagonists of the Thyroid Stimulating Hormone Receptor: HTS campaign. Thyrotropin receptor (Homo sapiens), P16473. TSHR-expressing cells, TSH-stimulated cAMP HTRF, 2 h; hits give low values. activity change, negative = inhibition, % at 11.5 µM. 0.2% of 330,000 active. AID 504810, 2011;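 active means activity change below a set negative limit, meaning inhibition stronger than a set level, cut at about -70% in these data; inconclusive means activity change between two set negative limits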; further: on the % scale 0 is the no-effect control and ±100 the full control effect
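Read-out is FRET at 665 nm (cryptate excitation 337 nm) from a cryptate-tagged anti-cAMP antibody, competed by cell cAMP against cAMP-d2. Compounds are tested on freshly harvested TSHR cells challenged with 4nM TSH (EC80) for 2 hours at 37 deg C.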
MLL CXXC-DNA inh: qHTS Fluorescence Polarization Assay for Inhibitors of MLL CXXC domain - DNA interaction | Potency, µM (series often up to 115 µM), for the others: top-dose activity change, negative = inhibition, actives largely listed as inhibitors | Histone-lysine N-methyltransferase 2A (Homo sapiens), Q03164 | AID 2662, 2010 | 0.037% of 290,000 active | MLL-CXXC / FITC-HOXA9 DNA fluorescence polarization; active means well fitted inhibition curve with a large enough effect in the polarisation, with a control signal flat, not every such curve was filed as active; inconclusive means small, poorly fitted or top-dose-only effect, or effect the other way, or a change in a side signal; inactive means no such curve, though single readings can be large or run the other way; the % refers to the polarisation; further: potency means the concentration at half of the fitted maximal effect
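Fluorescence polarization: 7 uM MLL-CXXC (stock) preincubated 5 min with compounds, then 50 nM fluorescein-HOX-A9 DNA (stock) added; 30 min ambient. Buffer 50 mM Tris-HCl pH 7.5, 50 mM NaCl, 1 mM DTT, 0.05% BSA.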
* hit, by the source's call; i = inactive; ? = inconclusive; . = not tested or not shown; [ ] = dose if it differs, or a comment. Unless noted, the call rests on the fitted dose curve; in most records, active means well fitted curve in the direction sought with a large enough effect; inconclusive means small, poorly fitted or top-dose-only effect, or another doubt; inactive means no such curve, though single readings can be large; an effect the other way counts as inactive or inconclusive.

structure,BCR signal inh,GALK inhibitor,A-T KAP1 phos,TSHR antagonist,Giardia kill,TCR activator,hERG WT inh,Tb PFK inh,FBPA coupling cs,MLL CXXC-DNA inh
CS(=O)(=O)Nc1ccc(C(=O)NCCSCc2ccco2)cc1,-10%,0%,1%,2,-7,-7%,3,-14%,2,5%
Cc1ccc(N2C(=O)N(CC(=O)Nc3cc(Cl)ccc3C)C(=O)C2C)cc1 (configuration not stated),1%,.,10%,-1,16,-1%,2,7%,.,.
C=CCS(=O)(=O)c1cccc2cccnc12,13%,0%,5%,4,17,1%,4,0%,-34*,8%
CC(=O)Nc1ccc(C(=O)NNC(=O)c2ccccc2-n2cccc2)cc1,-3%,.,8%,6,-1,.,-24,?,.,.
COc1cc2c(c(OC)c1OC)-c1ccc(OC)c(=O)cc1[C@@H](N(C)CC#CCO)CC2,?,-4%,-13%,3,0,-1%,-9,2%,0,-5%
O=C(COC(=O)CCC(=O)c1ccc(Cl)cc1)NC1CC1,2%,1%,-1%,-2,8,2%,i,1%,4,-4%
CCN1CCN(CC(=O)c2cc(Cl)ccc2Cl)CC1,6%,10%,-1%,5,-17,0%,-11,-11%,-2,-4%
CCN(CC(=O)NCc1ccc(F)cc1)C(=O)CN1CCN(c2ccc(OC)cc2)CC1,-1%,-2%,2%,-4,-7,2%,19,-10%,-1,-3%
O=C(c1noc2c1CCCC2)N1CCN(c2ccccc2)CC1,10%,1%,3%,-9,10,-7%,-1,-1%,2,6%
CCCCOc1ccc(C(=O)Nc2ccc(SC(F)F)cc2)cc1OC,-1%,0%,3%,-5,18,1%[46.1 µM],-7,-3%,1,3%
CCOc1cc(CO)ccc1OCC(=O)N1CCCCC1,13%,-4%,-2%,6,-9,2%,-2,-4%,0,7%
CC1CCCCN1CC(=O)NC(c1ccccc1)c1ccccc1 (configuration not stated),-7%,5%,1%,23,-20,-8%,27,0%,-2,-11%
O=C(Cc1ccccc1)N1CCN(C(=O)c2ccc([N+](=O)[O-])cc2)CC1,-5%,4%,4%,0,-13,3%,-9,0%,3,4%
COc1cccc(-c2cc(C(=O)NC3CCCCC3)no2)c1,?,-1%,4%,-12,9,-7%,1,12%,1,1%
O=C1NC2(CCCCCC2)Oc2ccccc21,0%,8%,-3%,-9,-10,-1%,-3,6%,3,0%
N#Cc1ccc(Oc2ccc(S(=O)(=O)N3CCOCC3)cn2)cc1,1%,.,3%,-12,-4,-5%,-2,-4%,.,.
CCOc1ccccc1NC(=O)COC(=O)C1CC(=O)N(c2c(C)cccc2C)C1 (configuration not stated),?,0%,.,-2,11,-3%,-9,2%,0,-5%
C/C(=N\OCC(=O)N/N=C/c1ccccc1)c1cccs1,?,1%,.,-6,6,9%,-9,0%,-2,-1%
CN(C)C(=O)c1nc2ccc(Cl)cn2c1CNCc1cccc(OC(F)(F)F)c1,?,-3%,?,-6,-2,-1%,-2,1%,-1,1%
Cc1cc(C(=O)N/N=C/c2cccnc2)cs1,?,.,-1%,-4,9,2%[46.1 µM],-13,2%,-1,-2%
Cc1ccc(CN2C(=O)/C(=C3\SC(N4CCOCC4)=NC3=O)c3cc(Br)ccc32)cc1,?,0%,2%,9,.,.,.,-2%,0,3%
O=C(COC(=O)/C=C/C(=O)OCC(=O)NC12CC3CC(CC(C3)C1)C2)NC12CC3CC(CC(C3)C1)C2,3%,-5%,31%,11,0,-4%[46.1 µM],-9,5%,-2,-7%
Cc1cc2ncn(CS(C)(=O)=O)c2cc1C,12%,12%,0%,0,-3,4%,6,18%,-1,-12%
O=C(c1ccco1)N1CCN(Cc2ccc(F)cc2)CC1,0%,-7%,-10%,20,2,-5%,0,-5%,-1,17%
CN(C)C(=O)Nc1ccc(F)cc1F,.,7%,.,.,2,2%,8,.,2,5%
CC(C)c1ccc(NC(=S)NCc2cccs2)cc1,19%,0%,.,-16,1,-2%,-5,1%,0,2%
CC1(C)CC(NC(=O)Cc2ccc(Cl)cc2)CC(C)(C)N1,1%,7%,1%,5,-13,.,-3,-3%,3,-4%
COc1ccc(OC)c(NC(=O)CN(Cc2ccc(F)cc2)C2CCCCC2)c1,27%,-2%,4%,-8,3,-1%,-11,3%,0,-3%
O=C(NCC(c1ccco1)N1CCN(c2ccccc2)CC1)C(=O)NC1CC1 (configuration not stated),0%,.,-9%,3,-16,1%,0,4%,.,.
CCc1nn2c(=O)c(S(=O)(=O)Nc3ccc(C(C)C)cc3)c(C)nc2s1,-1%,.,-5%,13,-14,8%,11,-1%,0,2%
COc1ccccc1N1CCN(C(=O)c2ccncc2)CC1,6%,6%,5%,-15,-5,9%,8,-5%,3,-1%
O=C(COc1ccc2c(c1)OCO2)NC12CC3CC(CC(C3)C1)C2,?,-2%,1%,-10,-6,-4%,1,0%,0,8%
COc1ccccc1NCC(=O)N/N=C/C=C/c1ccccc1,4%,0%,-18%,2,23,-6%[46.1 µM],0,-2%,-5,-1%
O=C(N/N=C/c1ccc2c(c1)OCO2)C(=O)Nc1cccc(Cl)c1,-16%,0%,8%,-1,-4,1%,1,0%,3,1%
CN(Cc1ccccc1)C(=O)c1cccc(N2C(=O)C3CC=CCC3C2=O)c1 (configuration not stated),-2%,6%,3.2µM*,30,-6,3%,-6,-3%,-2,-8%
Cc1cc2c(cc1C)C(=O)NC(C)(C)C2,.,1%,.,.,-6,-5%,10,.,1,4%
COc1ccc(S(=O)(=O)Oc2ccc(C(=S)N3CCOCC3)cc2OC)cc1,-3%,7%,0%,5,-4,.,3,3%,5,-6%
CCOc1cccc(CNCCO)c1OCc1ccc(Cl)cc1,1%,.,5%,5,-1,4%[46.1 µM],44,3%,0,2%
O=C(Nc1cccc(S(=O)(=O)N2CCCCC2)c1)c1ccccn1,7%,0%,2%,16,-15,-3%,0,1%,2,-1%
CCn1c2ccccc2c2cc(NC(=O)Nc3ccc([N+](=O)[O-])cc3C)ccc21,0%,4%,-11%,6,.,.,.,-6%,0,-3%
Cc1nnc(SCC(=O)Nc2nsc(-c3ccccc3)n2)s1,0%,0%,1%,-4,-6,.,-21,-5%,-6,11%
COc1cccc(NC(=O)Nc2cccn(Cc3ccccc3)c2=O)c1,?,1%,-3%,-10,-11,-3%,-4,1%,0,-1%
COc1cccc(N(CC(=O)N2CCCCCC2)S(C)(=O)=O)c1,0%,7%,-1%,-5,3,1%,-13,-9%,3,-13%
COc1ccc(/C=C(/NC(=O)c2ccco2)C(=O)NCCc2ccccc2)cc1,1%,-7%,8%,-23,3,2%,20,1%,.,5%

A few values from the list:
COc1cccc(N(CC(=O)N2CCCCCC2)S(C)(=O)=O)c1 – A-T KAP1 phos: -1%
COc1cccc(NC(=O)Nc2cccn(Cc3ccccc3)c2=O)c1 – Giardia kill: -11
